SIRT5 inh: blocks human SIRT5 desuccinylation of peptide | 1.1% of 330,000 active | inhibition, % at 15 µM | Purified SirT5, succinyl-peptide AMC, trypsin-coupled fluorescence; in the data active = inhibition above about 15%
Target sequence (Q9NXA8 whole entry, looked up): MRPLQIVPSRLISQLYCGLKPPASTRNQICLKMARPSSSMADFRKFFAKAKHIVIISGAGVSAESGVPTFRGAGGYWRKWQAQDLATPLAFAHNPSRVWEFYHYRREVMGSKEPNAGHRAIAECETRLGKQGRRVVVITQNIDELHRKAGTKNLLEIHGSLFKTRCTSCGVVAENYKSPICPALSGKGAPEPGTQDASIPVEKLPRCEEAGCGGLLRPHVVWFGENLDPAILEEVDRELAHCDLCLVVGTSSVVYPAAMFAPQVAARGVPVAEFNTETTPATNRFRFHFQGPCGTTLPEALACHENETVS
Statin myotox sup: suppression of simvastatin myotoxicity | C2C12 myotubes + simvastatin, ATP luminescence, 48 h; scaled: DMSO 0, geranylgeraniol control 100 | rescue of ATP level, % at 7.49 µM | 0.78% of 330,000 active;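 active = mean ATP rescue above about 67%, or every replicate alone reaching that limit, limit read from the data, passing the limit was not always enough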;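 also: myotubes were challenged with 10 µM simvastatin during compound exposure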
ARNT-TACC3 inh: ARNT/TACC3 interaction disruption; Q9Y6A5; AlphaScreen His-ARNT PAS-B/GST-TACC3 binding, luminescence; TACC3 fragment carries E629A point mutation; inhibition, % at 9.99 µM; 0.66% of 390,000 active; AID 623870;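 active = mean inhibition of replicates at least 50% and at least half of replicates each reaching 50%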;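 also: 0% = complete ARNT plus TACC3 wells and 100% = ARNT alone without TACC3; many hits fall short of the cut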
esBAF inh: blocks esBAF chromatin remodeling in mouse ES cells; reporter increase, % at 12.5 µM; AID 602393; 2% of 350,000 active; Bmi1-luciferase knock-in reporter, 24 h; 100% = twice the neutral-well signal; in the data active = activation above about 40%;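 also: 0% = median of the plate's neutral control wells and 100% = double that signal; a rise in the Bmi1 reporter signal indicates esBAF inhibition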
miR-122 sensor: inhibitors of miR-122 in Huh7 cells; AID 602342; Huh7 miR-122 Renilla luciferase sensor, 48 h; neutral wells = 0, positive control = 100; 0.3% of 340,000 active; activation (reporter increase), % at 12.5 µM;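 active = mean replicate activation score at least 90 and every replicate individually at or above 90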;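 also: higher luciferase means less miR-122 activity so hits act as miR-122 inhibitors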
ERp5 block: inhibitors of human ERp5. inhibition, % at 9.99 µM. AID 651711. ERp5 insulin aggregation, absorbance 650 nm, 90 min. 0.05% of 350,000 active;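 active = mean replicate inhibition above about 25%, with every replicate also reaching it, limit read from the data, passing the limit was not always enough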
Target sequence (Q15084 whole entry, looked up): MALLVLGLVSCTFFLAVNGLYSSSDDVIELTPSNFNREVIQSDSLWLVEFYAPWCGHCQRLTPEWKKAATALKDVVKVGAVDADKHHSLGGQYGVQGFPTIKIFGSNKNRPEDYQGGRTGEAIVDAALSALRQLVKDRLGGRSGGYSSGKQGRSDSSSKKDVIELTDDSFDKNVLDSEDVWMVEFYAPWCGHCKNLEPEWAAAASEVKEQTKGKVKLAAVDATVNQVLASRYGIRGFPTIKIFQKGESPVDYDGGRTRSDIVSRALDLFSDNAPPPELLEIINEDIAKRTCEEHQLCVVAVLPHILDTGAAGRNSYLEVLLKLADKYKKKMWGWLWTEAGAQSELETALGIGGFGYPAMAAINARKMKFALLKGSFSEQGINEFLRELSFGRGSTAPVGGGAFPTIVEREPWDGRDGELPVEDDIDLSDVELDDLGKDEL
Cneo AK release: Cryptococcus neoformans lysis via adenylate kinase release; C. neoformans lysis, adenylate kinase release luminescence, 4 h; normalised: neutral wells 0, clomiphene wells 100; lysis activity, % at 15 µM; 0.2% of 360,000 active; AID 651654;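 active = mean lysis activity across replicates of at least 80%, whatever share of replicates individually reach that level; inactive = mean lysis activity below 80%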
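Signal: Adenylate kinase release luminescence | Assay system: Log-phase Cryptococcus neoformans yeast cells | Input: Cells at 5 × 10^6 per mL | Buffer or medium: Fresh YPD growth medium | Compound: Single dose | Schedule: Static 4 h at 37 °C with compound, 1 h detection | Controls: Clomiphene | Read-out: Luminescence rise reflecting yeast cell lysis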
Active calls of the source: *; . = no result given; & = joins results of further samples; [ ] = another dose, or the depositor's remark.

SMILES	SIRT5 inh	Statin myotox sup	ARNT-TACC3 inh	esBAF inh	miR-122 sensor	ERp5 block	Cneo AK release
CN1CCN(C(=O)C[C@H]2CC[C@H]3[C@H](COc4ccc(NC(=O)c5cccs5)cc4C(=O)N3C)O2)CC1	1	3	0	2	-1[16.7 µM]	-1	1
C=CCNC(=O)O/N=C/c1csc([N+](=O)[O-])c1	-1	8	0	-2	-3	1	3
CCOC(=O)N1CCN(C(=O)C2CCN(S(=O)(=O)c3cc(Cl)ccc3OCC)CC2)CC1	-1	.	1	.	5	-13	1
Cc1ccc(NC(=O)COc2coc(CN3CCN(Cc4ccccc4)CC3)cc2=O)cc1	-1	-16	3	-5	-4	-1	-2
CNS(=O)(=O)c1ccc(NC(=O)c2csc(C)c2)cc1	-3	.	-3	.	.	-4	1
CC(C)(C)CC(=O)Nc1nnc(-c2cccs2)s1	.	15	-1	48*	-2	.	0
O=c1cc(C(Cl)(Cl)Cl)oc2c1ccc1ccccc12	.	-61	-1	-6	2	.	-2
CCN(CC)CCNCc1ccc(-c2ccc(Cl)cc2)o1	-5	-8	3	-8	.	-3	-2
C[C@H](CO)N1C[C@H](C)[C@@H](CN(C)Cc2ccccc2)Oc2ccc(NC(=O)CCCN(C)C)cc2C1=O	9	-1	-5	4	2[16.7 µM]	3	54
Cc1ccc(S(=O)(=O)N2CCCCC2)cc1NC(=O)C1CC1	-1	-11	3	7	0	-2	-1
Cn1nc(C(=O)NC2CCCCC2)c2c1-c1ccccc1S(=O)(=O)C2	0	-17	-16	0	-5	1	3
CN(C)S(=O)(=O)c1ccc(N2CCOCC2)nc1	.	-5	-16	2	-5	.	7
CCCN1C[C@H](C)[C@H](OC)CN(C)C(=O)c2cc(NC(=O)c3ccccc3)ccc2OC[C@@H]1C	-1	6	5	1	.	7	40
Cc1cccc(C(=O)Nc2nnc(SCC(=O)NCc3ccco3)s2)c1	3	-4	-1	27	6	7	-2
C[C@@H]1CN([C@H](C)CO)C(=O)Cc2cc(NS(=O)(=O)c3ccc(Cl)cc3)ccc2O[C@@H]1CN(C)C(=O)NC1CCCCC1	-3	3	-19	-4	-2[16.7 µM]	1	-7
CNC(=O)C[C@@H]1CC[C@H]2[C@@H](COc3ccc(NC(=O)Cc4cccs4)cc3C(=O)N2C)O1	.	10	-31	2	33[16.7 µM]	.	-1
CCn1c(SCC(N)=O)nnc1C(C)C	.	.	-6	.	-2	1	.
COc1ccc(NC(=O)Nc2ccc3c(c2)C(=O)N([C@@H](C)CO)C[C@H](C)[C@@H](CN(C)C(=O)CCCN(C)C)OCCCC[C@H](C)O3)cc1	-3	.	2	-2	-1[16.7 µM]	11	-4
CCOc1ccc(NC(=O)Cn2c(=O)oc3cc(Cl)ccc32)cc1	1	7	-5	7	.	5	8
Cc1csc(NC(=O)c2nc3nccc(C)n3n2)n1	.	2	21	21	-2	.	-2
CN1CCN(C(=O)CCNC(=O)Cn2ccc3ccccc3c2=O)CC1	.	1	2	2	-5	.	8
COC(=O)c1ccc(N2CCN(C)CC2)c(NC(=O)COc2ccc(C)cc2)c1	-1	-8	-2	1	-2	-1	2
CC(C)Cn1c(N)c(C(=O)COC(=O)c2cc3ccccc3cc2O)c(=O)n(C)c1=O	-2	-3	.	2	.	1	-2
C[C@@H]1CCCCO[C@H](CN(C)C(=O)Nc2ccc3c(c2)OCO3)[C@@H](C)CN([C@@H](C)CO)C(=O)c2cc(NC(=O)Cc3ccccc3)ccc2O1	.	.	5	2	1[16.7 µM]	.	19
Cc1ccc(NC(=O)COC(=O)C2COc3ccccc3O2)cc1S(=O)(=O)N1CCOCC1 (stereo not drawn)	.	-1	-6	7	41	.	.

Shown with values under each structure: entries from further up
The line under a structure holds: SIRT5 inh	Statin myotox sup	ARNT-TACC3 inh	esBAF inh	miR-122 sensor	ERp5 block	Cneo AK release
- CC(C)Cn1c(N)c(C(=O)COC(=O)c2cc3ccccc3cc2O)c(=O)n(C)c1=O
    -2	-3	.	2	.	1	-2
- C[C@@H]1CCCCO[C@H](CN(C)C(=O)Nc2ccc3c(c2)OCO3)[C@@H](C)CN([C@@H](C)CO)C(=O)c2cc(NC(=O)Cc3ccccc3)ccc2O1
    .	.	5	2	1[16.7 µM]	.	19

Next part
SMILES	SIRT5 inh	Statin myotox sup	ARNT-TACC3 inh	esBAF inh	miR-122 sensor	ERp5 block	Cneo AK release
CN1C(=O)N(CC(=O)Nc2ccc3c(c2)OCO3)C(=O)C12CCCCC2	8	27	.	18	-40	0	-1
C[C@H]1CN([C@@H](C)CO)C(=O)c2cc(-c3ccncc3)cnc2O[C@@H]1CN(C)C(=O)Nc1ccc2c(c1)OCO2	2	15	-13	-6	9[16.7 µM]	-9	0
CN(CCCNC(=O)c1cn(C)c2ccc(S(=O)(=O)N(C)C)cc2c1=O)c1ccccc1	.	0	-17	17	.	4	-5
N#Cc1ccccc1NC(=O)CSc1ccc([N+](=O)[O-])cn1	0	-14	-3	-2	-2	-5	.
C[C@H](O)C#Cc1cnc2c(c1)C(=O)N([C@@H](C)CO)C[C@@H](C)[C@H](CN(C)C(=O)CN1CCOCC1)O2	-7	27	-5	1	5[16.7 µM]	9	-1
COc1ccccc1NC(=O)CSc1nc2ccccc2n1C(C)=O	.	4	-4	-10	-2	.	-5
O=C(CCc1ccc(O)cc1)NN=Cc1ccc2c(c1)OCO2	.	4	.	12	-1	4	0
CCCc1cc(=O)[nH]c(-n2[nH]c3c(c2=O)CCCC3)n1	.	.	29	.	5	.	0
COc1cccc(CNC(=O)[C@@H]2[C@@H](CO)[C@@H]3Cn4c(cccc4=O)[C@H]2N3C(=O)C2CCCCC2)c1	4	-10	-1	2	.	-2	0
CCOc1ccccc1OCCN1CCCC1	4	1	8	-1	.	-11	-2
O=[N+]([O-])c1cc(C(F)(F)F)ccc1Cl	.	2	.	2	-3	-6	2
C/C(CC(=O)NCc1ccc(Cl)cc1)=N\NC(=O)c1ccccc1F	-2	.	-5	.	.	6	.
COc1ccccc1C1C(C(N)=O)=C(C)Nc2nc(-c3ccccc3Cl)nn21 (stereo not drawn)	.	14	0	-4	-5	0	-2
CC/C(=C\C1CCCCC1)C(NP(=O)(c1ccccc1)c1ccccc1)c1ccccc1 (stereo not drawn)	22*	13	.	-11	-2	-1&7	0
Cc1nc2nc[nH]n2c(=O)c1NC(=O)c1c(-c2ccccc2Cl)noc1C	.	-18	4	-5	0	.	-1
CC(=O)Nc1ccc(N(C(=O)c2ccccn2)C(C(=O)NC2CCCCC2)c2ccc(F)cc2)cc1 (stereo not drawn)	-4	2	.	6	.	2	3
CN(CC(=O)Nc1ccc(F)c(F)c1F)C(=O)C1CCCC1	1	1	-2	-2	.	3	-2
CCOC(=O)c1[nH]c(C)c(C(=O)OCCN2C(=O)c3ccccc3C2=O)c1C	.	7	3	7	2	.	1
CC(C)NC(=O)Nc1ccc2c(c1)CC(=O)N([C@@H](C)CO)C[C@H](C)[C@@H](CN(C)C(=O)NC(C)C)O2	1	-2	-8	3	-1[16.7 µM]	1	0
CC(=O)c1ccc(NC(=O)CN(c2c(C)cccc2C)S(C)(=O)=O)cc1	0	-6	6	56*	.	3	-1
C=CCOc1cccc(C(=O)N2CCCC(Nc3ccc4c(c3)OCCO4)C2)c1 (stereo not drawn)	-2	4	5	0	1	9	2
COc1cc(OC)cc(-c2nnc(SCc3ccc(C(=O)O)cc3)o2)c1	-3	-6	-4	-4	-1	2	3
O=C(O)C[C@@H]1C[C@@H]2c3cc(NC(=O)CC4CC4)ccc3O[C@@H]2[C@H](CO)O1	-1	-2	-2	1	-3[16.7 µM]	-4	-11
O=C(C[C@@H]1C=C[C@@H](NC(=O)Nc2ccc3c(c2)OCO3)[C@@H](CO)O1)NCCCN1CCOCC1	-7	-6	-2	2	.	4	0
COc1ccc(CN2CC(C(=O)NCCCN3CCCC(C)C3)CC2=O)cc1 (stereo not drawn)	-1	7	4	-3	-3	-2	0

Profiles, looked up by structure. Order of values: SIRT5 inh, Statin myotox sup, ARNT-TACC3 inh, esBAF inh, miR-122 sensor, ERp5 block, Cneo AK release
`O=[N+]([O-])c1cc(C(F)(F)F)ccc1Cl` as listed: ., 2, ., 2, -3, -6, 2
`CN(CCCNC(=O)c1cn(C)c2ccc(S(=O)(=O)N(C)C)cc2c1=O)c1ccccc1` as listed: ., 0, -17, 17, ., 4, -5
`N#Cc1ccccc1NC(=O)CSc1ccc([N+](=O)[O-])cn1` as listed: 0, -14, -3, -2, -2, -5, .
`CC/C(=C\C1CCCCC1)C(NP(=O)(c1ccccc1)c1ccccc1)c1ccccc1` (stereo not drawn) as listed: 22*, 13, ., -11, -2, -1&7, 0

Next entries
SMILES	SIRT5 inh	Statin myotox sup	ARNT-TACC3 inh	esBAF inh	miR-122 sensor	ERp5 block	Cneo AK release
O=C1Cn2nnc(-c3ccccc3)c2C2c3ccccc3CCN12 (stereo not drawn)	2	7	.	5	-1	3	1
Cc1cccc(S(=O)(=O)N2C[C@@H]3[C@H](c4ccccc42)[C@H](CO)N3Cc2ccccn2)c1	-7	3	22	3	17[16.7 µM]	-9	-5
Cc1cc2cc(CCNS(=O)(=O)c3ccc(F)cc3)c(=O)[nH]c2cc1C	-1	17	.	-6	.	-7	-2
CCCN1[C@@H]2c3ccc(-c4ccc(OC)cc4)c(=O)n3C[C@@H]2[C@@H](CO)[C@@H]1C(=O)N(C)C	-4	8	-4	0	12[16.7 µM]	4	-3
Cc1ccc(-c2nc(CS(=O)(=O)CC(=O)NCCCN3CCN(C)CC3)c(C)o2)cc1	-1	-1	4	-1	-7	6	-1
CCN1C(=O)[C@H]2[C@H]3CN=C(SCc4ccc(C)cc4)N3[C@@](C)(C(=O)OC)[C@H]2C1=O	-1	5	-3	-1	1	5	-4
COc1ccc(S(=O)(=O)N2CCOC2CNC(=O)C(=O)NCCc2ccccc2OC)cc1C (stereo not drawn)	-2	2	3	-1	-7	3	2
O=C(NC1CCSC1=O)c1ccccc1 (stereo not drawn)	.	-1	-6	-2	3	.	1
CC(=O)Nc1ccc(NC(=O)C(C)Oc2ccccc2F)cc1 (stereo not drawn)	.	-12	-4	-4	1	.	1
Cc1ccc(S(=O)(=O)N(C)C[C@@H]2OCCCC[C@H](C)Oc3ccc(NC(=O)Nc4ccc(F)cc4)cc3C(=O)N([C@@H](C)CO)C[C@@H]2C)cc1	-5	.	-8	-1	-10[16.7 µM]	7	-1
CN(Cc1ccccc1)C(=O)c1cccnc1	-2	1	0	-7	.	-2	1
CC12CCC(=O)N1C(C(=O)Nc1ccc(F)c(F)c1F)CS2 (stereo not drawn)	-7	-18	-3	7	.	0	.
COc1ccc(C2CC(c3ccc(Br)cc3)Nc3nc(N)nn32)cc1 (stereo not drawn)	.	.	1	6	-2	.	0
C/C=C/c1ccc2c(c1)O[C@@H](CN(C)C(=O)Nc1ccc(OC)cc1)[C@H](C)CN([C@@H](C)CO)S2(=O)=O	-2	0	-1	-1	11[16.7 µM]	-2	-2
N#Cc1ccc(CSc2ccc(S(=O)(=O)N3CCCC3)cn2)cc1	3	4	-8	2	.	-3	3
COc1ccc(Oc2nc(SC)nc3ccccc23)cc1	.	-13	-2	1	-4	.	-1
CN1C(=S)SC(/[N+]([O-])=C\c2cccs2)C1(C)C (stereo not drawn)	.	-1	-11	-2	-24	.	0
CCOC(=O)c1cc2c(ccc3nc(C)c(C)c32)[nH]c1C	0	-14	2	6	-5	4	-1
O=C(Nc1ccccc1O)c1ccc([N+](=O)[O-])cc1	1	3	4	13	-2	1	-4
CC(C)NC(=O)N(C)C[C@H]1Oc2ncc(C#CC3CC3)cc2C(=O)N([C@H](C)CO)C[C@H]1C	-4	-2	23	-10	-2[16.7 µM]	1	-2
Cn1c(=O)c2c(ncn2CC(=O)OCC(=O)Nc2ccccc2Cl)n(C)c1=O	.	-11	-20	0	-3	.	.
COc1ccc(CCNS(=O)(=O)CCNC(=O)c2ccccc2)cc1	-3	-7	-1	4	-2	-23	0
C=CS(=O)(=O)c1sc(Cl)c(N2CCOCC2)c1[N+](=O)[O-]	0	.	-1	.	.	19	.
CN(C)CC(=O)Nc1ccc2c(c1)[C@H]1C[C@H](CC(=O)NCc3ccccc3F)O[C@H](CO)[C@H]1O2	.	-2	2	-2	-1[16.7 µM]	.	2
C[C@@H]1CN([C@@H](C)CO)C(=O)c2cc(-c3cncnc3)cnc2O[C@H]1CN(C)C(=O)Cc1ccccn1	11	-5	28	-8	14[16.7 µM]	2	-13

Bioassay records: PubChem, Broad Institute
